CXCR6 inh – CXCR6 (human) receptor inhibition. O00574. CHO-K1 PathHunter CXCR6 beta-arrestin, luminescence. inhibition, % at 20 µM. 360,000 tested, 0.36% active. AID 602244; in the data active = inhibition above about 34%, passing the limit was not always enough;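 note: antagonist mode with CXCL16 agonist at 10 nM final; 0% = 10 nM CXCL16 with DMSO and 100% = unstimulated wells without agonist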
Target sequence (O00574 whole entry, looked up): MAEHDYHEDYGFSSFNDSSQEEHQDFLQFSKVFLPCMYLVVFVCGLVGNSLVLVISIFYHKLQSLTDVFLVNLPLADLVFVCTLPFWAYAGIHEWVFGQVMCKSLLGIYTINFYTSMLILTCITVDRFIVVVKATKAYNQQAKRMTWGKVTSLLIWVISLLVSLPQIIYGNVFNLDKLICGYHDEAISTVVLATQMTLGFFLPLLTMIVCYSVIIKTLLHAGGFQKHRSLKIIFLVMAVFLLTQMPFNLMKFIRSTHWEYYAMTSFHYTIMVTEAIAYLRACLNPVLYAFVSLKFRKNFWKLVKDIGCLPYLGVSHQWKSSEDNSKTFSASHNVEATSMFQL
EBI2 antag – antagonists of human EBI2 receptor. inhibition, % at 5 µM. P32249. EBI2 beta-arrestin recruitment, luminescence, 7a,25-OHC stimulated. 360,000 tested, 0.81% active; in the data active = inhibition above about 38%;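 note: enzyme fragment complementation signal reports receptor beta-arrestin coupling in cells; 0% = agonist plus DMSO wells and 100% = wells without agonist; some results beyond the cut were filed as inactive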
Target sequence (P32249 whole entry, looked up, the tested form may be a part): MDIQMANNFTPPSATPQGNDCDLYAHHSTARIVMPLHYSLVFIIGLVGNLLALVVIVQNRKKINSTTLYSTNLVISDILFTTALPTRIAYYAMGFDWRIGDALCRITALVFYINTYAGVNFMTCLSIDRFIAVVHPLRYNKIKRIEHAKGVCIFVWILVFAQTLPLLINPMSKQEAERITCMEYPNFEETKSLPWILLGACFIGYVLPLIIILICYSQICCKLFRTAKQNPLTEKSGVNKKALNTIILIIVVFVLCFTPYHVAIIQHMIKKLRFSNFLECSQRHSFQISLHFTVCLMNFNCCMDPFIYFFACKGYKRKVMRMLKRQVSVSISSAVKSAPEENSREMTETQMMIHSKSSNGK
Active calls of the source: *; & = joins results of further samples.

Each structure is followed by: CXCR6 inh	EBI2 antag
> C[C@@H]1CCCCO[C@@H](CN(C)S(=O)(=O)c2ccc(F)cc2)[C@@H](C)CN([C@H](C)CO)C(=O)c2cc(N(C)C)ccc2O1
    -1.9	-10.4
> COc1ccc([C@H]2N[C@]3(CCCN(Cc4ccccc4)C3=O)[C@H]3C(=O)N(C)C(=O)[C@@H]23)cc1
    4.6	-4.0
> CC1(C(=O)Nc2cccc(C(F)(F)F)c2)Cc2c(-c3ccc4c(c3)OCO4)ccnc2O1 (stereo not given)
    7.8	9.2
> O=C(NCc1ccccc1Br)c1cccs1
    -8.2	-6.3
> COc1ccc(C(O)c2ncc(-c3cccc(C(F)(F)F)c3)[nH]2)cc1F (stereo not given)
    -3.5	6.3
> C=CCNc1nc(NCc2cccc(OC)c2)c2sc(-c3ccccc3)cc2n1
    18.3	57.4*
> CC(=O)NCCNC(=O)C1(C)Cc2c(-c3ccc(C(N)=O)cc3)ccnc2O1 (stereo not given)
    4.0	-11.0
> CCCC(C)(C)C(=O)N1CCC1(C)C(=O)NS(=O)(=O)c1ccccc1Cl (stereo not given)
    -13.9	-11.3
> CCN(CC)c1c(C)nc2ccc(C(=O)Nc3cc(-c4ccccc4)ccc3OC)cn12
    9.9	31.7
> CCCn1cnnc1CNC(=O)[C@H]1O[C@@H](n2cnc3c(N)ncnc32)[C@H](O)[C@@H]1O
    -8.4	3.1
> C[C@@H]1CN([C@@H](C)CO)C(=O)CCCn2cc(nn2)CO[C@H]1CN(C)S(=O)(=O)c1cn(C)cn1
    -2.5	-8.0
> Cc1noc(C)c1NC(=O)Nc1ccc2c(c1)C(=O)N([C@H](C)CO)C[C@H](C)[C@@H](CN(C)S(=O)(=O)c1ccc(Cl)cc1)OCCCC[C@@H](C)O2
    4.7	0.0
> CC(C)CC1OC(C)Cc2[nH][nH]c(=O)c21 (stereo not given)
    -4.4	-19.9
> CCNC(=O)C1(C)CCCN(Cc2cccc(Oc3ccccc3)c2)C1 (stereo not given)
    4.0	0.8
> CCCCCCN1C[C@H](n2cc(-c3ccc(F)cc3)nn2)[C@@H](O)C[C@@H]1c1ccc(OC)cc1
    -7.4	-4.5
> COc1ccc(-c2nc3ccc(Cl)cn3c2Cc2ccccc2C(F)(F)F)cc1OC
    7.5	21.9
> C=CCn1c(SCC(=O)NC2CCCC2)nc2ccccc21
    4.5	1.6
> O=C1NC[C@H](Cc2ccc(O)cc2)N(C[C@@H]2CCCN2C[C@H](Cc2ccc(O)cc2)N2C[C@H](Cc3ccccc3)N(CC3CCCCCC3)C(=O)C2=O)C1=O
    -2.6	-2.2
> O=C(NCc1ccncc1)[C@@H]1CCCN1C(=O)[C@H]1CCCN1C(=O)c1ccccc1
    4.3	-6.2
> COc1ccc(-c2coc3c(C(=O)NCc4ccco4)cccc23)c(C)c1
    10.7	17.5
> Cc1ccc(S(=O)(=O)N2C[C@H]3C(=O)C[C@@H](c4ccccc4)N(S(=O)(=O)c4ccccc4C)[C@H]3C[C@H]2c2ccccc2)cc1
    0.7	16.8
> COc1ccc(NC(=O)CN(C)C(=O)c2ccc3c(c2)CC(c2ccccc2)OC3=O)cc1 (stereo not given)
    -7.6	49.0*
> COCCn1c(=S)[nH]c2cc(C(=O)NC3CCCCC3C)ccc2c1=O (stereo not given)
    0.2	-5.8
> CCOC(=O)[C@]12CCCC=C1N(Cc1ccc3c(c1)OCO3)C(=O)[C@H](CC(=O)NCc1cccc3ccccc13)C2
    8.2	20.9
> CN(C)c1ccc(Cl)c(NC(N)=S)c1
    -17.0	-4.2
> COc1cc(NC(=O)c2cccc3c(-c4cnn(C)c4)coc23)cc(OC)c1OC
    -10.4	-43.7
> NC(=S)c1csc(CCNC(=O)c2ccccc2)n1
    0.2	-14.5
> CNC[C@@H]1Oc2cc(Br)ccc2S(=O)(=O)N([C@H](C)CO)C[C@H]1C
    10.0	-0.5
> C[C@@H]1CN([C@@H](C)CO)C(=O)CCCn2nncc2CO[C@H]1CN(C)Cc1ccc2c(c1)OCO2
    2.3	-4.9
> CC1(C(=O)NS(=O)(=O)c2ccccc2Cl)CCN1C(=O)c1ccccc1CCc1ccccc1 (stereo not given)
    -1.4	-13.3
> FC(F)C(F)(F)Oc1cccc(Nc2nccn3c(-c4cc(C(F)(F)F)cc(C(F)(F)F)c4)cnc23)c1
    -2.7	5.5
> CC(C)Nc1nc(NCCOc2ccccc2)c2sccc2n1
    -5.4	-5.7
> Cc1cccc(C)c1C(O)c1ncc(-c2ccccc2C(F)(F)F)[nH]1 (stereo not given)
    3.8	-6.0
> CCCCC[C@H]1CCCCC[C@H](O)C[C@H](O)[C@@H](O)/C=C/C(=O)O1
    -1.4	-20.5
> CCNC(=O)C1CCCN(C(=O)c2ccccc2OC(F)(F)F)CC1 (stereo not given)
    -13.8	2.4
> CC1NC(=O)c2cccnc2-n2c1nc1cc(F)c(F)cc1c2=O (stereo not given)
    3.8	-9.0
> OC(c1cccc(Cl)c1)c1nc(/C=C/c2ccc(C(F)(F)F)cc2)cs1 (stereo not given)
    -8.6	-14.3
> Cc1cc2oc(=O)cc(CN3CCN(c4ccccc4)CC3)c2cc1Cl
    4.1	7.4
> COCCNC(=O)CSc1nc(N)c(NC(=O)c2ccco2)c(=O)[nH]1
    -1.6	-13.2
> CN1CCN(c2ncnc3c2ncn3[C@H]2CN(C)C[C@@H](CO)O2)CC1
    -7.2	4.4
> C[C@H](NC(=O)C1CCN(S(=O)(=O)c2ccccc2)CC1)C(=O)NCc1cccnc1
    9.5	-6.3
> COc1cccc(-c2cccc(-c3nc(C(=O)NCCCN4CCOCC4)cc4c3[C@H](CCO)N(S(=O)C(C)(C)C)C4)c2)c1 (stereo not given in full)
    3.4	11.3
> Cc1cc(Br)cn2c(Cc3cccc(Cl)c3)c(-c3ccco3)nc12
    12.9	20.3
> C[C@H](CO)N1C[C@H](C)[C@@H](CN(C)Cc2ccccn2)Oc2ncc(Br)cc2C1=O
    -1.4	-3.7
> COC(=O)Cc1ccc(OC2(C)CCN(Cc3ccc4c(c3)OCCO4)C2)cc1 (stereo not given)
    -3.1	-15.9
> CCN1C(=O)[C@H]2[C@@H](c3ccc(C)cc3)N[C@]3(CCCN(CC4CCCCC4)C3=O)[C@H]2C1=O
    1.0	-8.3
> Cc1[nH]c2ccccc2c1/C=N\NC(=O)c1ccccc1Cl
    7.5	-2.0
> COc1ccc(CCNC(=O)c2ccc(CSc3ccc(Cl)cc3)o2)cc1OC
    2.3	28.7
> COC(=O)c1ccc2nc(-c3cccc(Br)c3)c(Cc3cccc(F)c3)n2c1
    -1.6	20.3
> CN(Cc1ccccc1)C(=O)c1ccc(Nc2nc(C(N)COCc3ccccc3)cs2)nc1 (stereo not given)
    -8.0	5.1
> Cc1cc(C)c(NC(=O)CN2CCN(S(=O)(=O)c3ccc4c(c3)OCCO4)CC2)c(C)c1
    -13.7	-7.5
> CCOc1cc(N2CCOCC2)c(OCC)cc1NC(=O)COC(=O)c1c(C)noc1C
    6.7	-4.3
> Nc1nc(N)c2ncn(C3C=CC(CO)C3)c2n1 (stereo not given)
    6.0	6.3
> COc1cccc(-c2cccc(NC(=O)C3CCN(CCCn4cccn4)CC3)c2)c1
    6.7	-4.0
> COc1cc(-c2cc3nc(NCc4cccs4)ccn3n2)cc(OC)c1OC
    -12.2	24.1
> Cc1cccc(C)c1NC(=O)CN1CCN(c2ccc(F)cc2)CC1
    -2.3	0.0
> CCCCCC(=O)N1C[C@@H](n2cc(C3CC3)nn2)[C@H](O)C[C@@H]1c1ccc(OC)cc1
    2.2	11.4
> O=C(Nc1nnc([C@@H]2C[C@H](O)[C@@H](CO)O2)s1)Nc1ccccc1C(F)(F)F
    -2.3	-4.9
> Cn1nc(C2CC2)cc1NC(=O)C1(C)CCN1C(=O)Cc1ccc(-c2ccccc2)cc1 (stereo not given)
    -3.8	0.5
> CC(C)N(C)c1ncnc2c1ncn2[C@H]1CN(Cc2ccc(F)cc2)C[C@@H](CO)O1
    2.8	67.5*

(listing goes on)
Each structure is followed by: CXCR6 inh	EBI2 antag
> COc1ccc(NC(=O)C2(C)Cc3c(-c4ccc(N(C)C)cc4)ccnc3O2)cn1 (stereo not given)
    -0.2	14.0
> Cc1cc(/C=C(\C#N)C(=O)NCc2ccccc2)c(C)[nH]1
    2.1	13.6
> COc1cccc(NC(=O)N(C)C[C@H]2Oc3cc(C#Cc4ccncc4)ccc3S(=O)(=O)N([C@H](C)CO)C[C@H]2C)c1
    -7.4	11.2
> COc1ccc(S(=O)(=O)N(C)C[C@@H]2OCc3cn(nn3)CCCC(=O)N([C@H](C)CO)C[C@H]2C)cc1
    0.6	-7.6
> Cc1ccc(OCC(=O)NNC(=O)c2ccc(F)c(S(=O)(=O)N3CCOCC3)c2)cc1C
    -3.0	-0.7
> CSCCNC(=O)C1(C)CCN1C(=O)c1sccc1C (stereo not given)
    7.7	-12.1
> O=c1oc2cc(O)ccc2cc1-c1nc2ccccc2o1
    -56.8	-15.2
> C[C@H](CO)N1C[C@H](C)[C@@H](CN(C)C(=O)CCCN(C)C)OCc2cn(nn2)CCCC1=O
    1.4	4.4
> O=C1NC[C@H](CCCCN2C[C@H](Cc3ccccc3)N(CCc3ccccc3)C(=O)C2=O)N(CC2CCCCC2)C1=O
    1.4	-3.4
> O=C(c1ccccn1)N(Cc1ccco1)C1(C(=O)Nc2ccc(Br)cc2)CCCCC1
    -0.4	10.9
> Cc1cccc(C)c1-n1nnnc1C1c2ccccc2C(=O)N1C1CC1 (stereo not given)
    3.8	-4.9
> CC(=O)Nc1cncc(-c2cccc(C(=O)NC3CC3)c2)n1
    0.4	-2.0
> COc1cccc(CNC(=O)[C@@H]2CCCN2C(=O)[C@@H]2CCCN2C(=O)c2ccc(Cl)cc2)c1
    -9.1	-7.2
> COc1ccc(C(C#N)=Cc2cccc(OC)c2OC)cc1
    5.0	8.6
> COc1ccc(-c2cc(NC=O)c3ncc(-c4ccc(C(C)=O)cc4)n3c2)cn1
    -3.8	-7.1
> O=C(Nc1ccn(CCCN2CCN(c3ncccn3)CC2)c(=O)n1)OCc1ccccc1
    -7.3	-1.2
> CCCCCCCCN1C(=O)[C@H](CC(=O)N2CCN(C(=O)OCC)CC2)C[C@@]2(C(=O)OCC)CCCC=C12
    11.8	5.8
> CCCCCCCCN1C(=O)[C@H](CC(=O)NCCc2ccccc2OC)C[C@@]2(C(=O)OC)CCCCC=C12
    10.3	15.8
> Nc1nc2cc(Cl)ccc2n1N
    0.5	-3.5
> Cc1cc(=O)oc2c3c(cc(OCC(=O)NCC(O)c4ccccc4)c12)OC(C)(C)CC3 (stereo not given)
    -6.7	3.0
> CC(=O)Nc1cc(-c2ccc(C(=O)N3CCOCC3)cc2)cn2c(-c3ccc(S(C)(=O)=O)cc3)cnc12
    -0.5	-2.2
> CCOc1ccc(-c2cc(C(=O)NCc3ccc(C(F)(F)F)cc3)[nH]n2)c(C)c1
    5.4	19.0
> COc1ccc(-c2cnc3cccnn23)cn1
    -4.0	2.0
> CC(NC(=O)COC(=O)C1CCN(c2ccc(C(F)(F)F)cn2)CC1)c1ccccc1 (stereo not given)
    1.0	5.4
> CCCCN1C[C@H](C)[C@@H](CC(=O)Nc2ccccc2)C1=O
    -1.5	6.1
> COC(=O)C1CCN(C2CN(Cc3ccc(F)cc3)S(=O)(=O)C2)CC1 (stereo not given)
    -11.8	-4.6
> C=C1C[C@@H]2C[C@@H]2CN(S(=O)(=O)c2ccc(C)cc2)[C@@H]1COCc1ccccc1
    -7.8	2.0
> Cc1cc(Br)cn2c(Cc3cccc(Cl)c3)c(-c3cccc(Cl)c3)nc12
    12.3	16.0
> O=C1c2ccccc2C(c2nnnn2Cc2ccccc2)N1Cc1cccs1 (stereo not given)
    1.7&0.5	1.1&-6.4
> COc1ccc(F)cc1-c1cc(C(=O)NCc2ccccc2)[nH]n1
    -0.9	1.8

Arranged by molar mass (falling): part of the list above.
Each structure is followed by: CXCR6 inh	EBI2 antag
> COc1cccc(NC(=O)N(C)C[C@H]2Oc3cc(C#Cc4ccncc4)ccc3S(=O)(=O)N([C@H](C)CO)C[C@H]2C)c1
    -7.4	11.2
> CCCCCCCCN1C(=O)[C@H](CC(=O)N2CCN(C(=O)OCC)CC2)C[C@@]2(C(=O)OCC)CCCC=C12
    11.8	5.8
> COc1ccc(S(=O)(=O)N(C)C[C@@H]2OCc3cn(nn3)CCCC(=O)N([C@H](C)CO)C[C@H]2C)cc1
    0.6	-7.6
> Cc1ccc(OCC(=O)NNC(=O)c2ccc(F)c(S(=O)(=O)N3CCOCC3)c2)cc1C
    -3.0	-0.7
> CSCCNC(=O)C1(C)CCN1C(=O)c1sccc1C (stereo not given)
    7.7	-12.1

Next part:
Each structure is followed by: CXCR6 inh	EBI2 antag
> CC(C)CNc1ncnc2c1ncn2[C@H]1CN(Cc2ccc(F)cc2)C[C@@H](CO)O1
    -4.6	4.9
> c1ccc2c(-c3nc4ccccc4[nH]3)cccc2c1
    -8.6	-4.6
> CCCCc1c(-c2ccccc2OC)ncn1C1CCCC1
    -2.4	-0.1
> COc1ccc(-c2ccccc2)cc1NC(=O)[C@@H]1O[C@H](CO)[C@@H](O)[C@H]1O
    6.2	-2.1
> CC1=C(C(=O)N(C)C)CC(CC(=O)NC(c2ccccc2)c2ccccc2)C(=O)N1Cc1ccc(F)cc1 (stereo not given)
    7.6	-0.2
> C[C@@H]1CN([C@H](C)CO)C(=O)c2cc(Br)cnc2O[C@@H]1CN(C)Cc1cncnc1
    -6.1	0.0
> CCCCn1nnnc1C(c1cc2ccccc2o1)N(Cc1ccccc1)Cc1ccccc1 (stereo not given)
    15.0	4.9
> CC(C)CN(C(=O)CSc1nc2ccccc2[nH]1)c1c(N)n(Cc2ccccc2)c(=O)[nH]c1=O
    -4.2	-8.2
> c1ccc(Cc2c(-c3ccccc3)nc3c4ccccc4ccn23)cc1
    4.2	-1.3
> CC(C)Cn1c(SCC(=O)NC2CC2)nc2ccccc21
    -0.1	-16.8

Compound activity: PubChem BioAssay, Sanford-Burnham Center for Chemical Genomics

These rows are one share of the data (hit frequency here may not be typical).
